Bioassay records as filed in PubChem BioAssay.
697 NFkB inh – inhibitors of the PMA/ionomycin-induced NF-kB reporter in 697 B cells; 697 B-cell NF-kB luciferase reporter, 16 h; inhibition, % at 4 µM; 0.33% of 330,000 active; in the data active means inhibition above about 35%
APJ antagonist – blocks the human apelin receptor APJ; P35414; inhibition, % at 20 µM; CHO-K1 APJ beta-arrestin complementation, luminescence; 0.32% of 330,000 active;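 active means inhibition above about 40% at 20 µM, limit read from the data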;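 further: cells challenged with 10 nM apelin-13 agonist together with compound; plate controls were apelin-13 plus DMSO wells for no effect and DMSO wells lacking apelin-13 for full effect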
tim23-1 inh – growth inhibitors of tim23-1 mutant yeast. 1.3% of 330,000 active. S. cerevisiae tim23-1 growth, BacTiter-Glo luminescence, 24 h. inhibition, % at 20 µM. AID 463212;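 active means growth inhibition of the mutant yeast at or above 50%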;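 further: temperature-sensitive mutant grown at 25 °C; plate controls were DMSO-treated mutant yeast for no effect and medium wells lacking yeast for full effect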
UPR CHOP act – apoptotic UPR (CHOP) activation | AID 449763 | 0.34% of 330,000 active | CHO-CHOP luciferase reporter, luminescence; percent of tunicamycin response over DMSO baseline | activation, % at 10 µM;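 active means at 10 µM dose, activation of 40% or more, normalized to positive control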;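 further: 100% = tunicamycin at 10 µg/mL and 0% = DMSO alone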
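System: CHO-CHOP luciferase reporter cell line | Buffer or medium: F12 medium containing 10% fetal bovine serum | Doses: One dose, 10 µM in 0.5% DMSO | Times: 6 h compound exposure at 37 °C after overnight seeding | Signal: Luciferase luminescence | Read-out: % activation vs tunicamycin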
APJ agonist – agonists of human APJ apelin receptor; 0.11% of 330,000 active; activation, % at 20 µM; CHO-K1 APJ PathHunter beta-arrestin, luminescence; 0% DMSO wells, 100% apelin; P35414; AID 2520;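 active means activation more than six SD over the plate average, tested at 20 µM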;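 further: 0% = DMSO alone and 100% = apelin-13 at 10 nM; some results filed as inactive read as strong as hits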
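Incubation: overnight seeding, 90 min compound at 25 °C, 1 h detection; test system: PathHunter CHO-K1 APJ (AGTRL-1) beta-arrestin reporter cells; amount: 1000 cells/well; doses: one dose, 20 µM compound, 1% DMSO; measured by: beta-gal luminescence; measure: agonist-driven arrestin binding to APJ; benchmarks: negative DMSO alone, positive Apelin-13 at 10 nM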
XBP1 UPR activ – activators of adaptive arm of unfolded protein response (XBP1); CHO-XBP1 luciferase reporter, IRE1-XBP1 UPR activation, luminescence; percent of tunicamycin response, DMSO as zero; activation, % at 20 µM; 0.33% of 330,000 active;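 active means versus positive control, 20 µM dose yields 30% or more activation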;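 further: 100% = tunicamycin at 10 µg/mL and 0% = DMSO only wells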
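Assay system: IRE1-XBP1 luciferase reporter CHO line. Input: 1000 cells/well. Buffer or medium: F12 with 10% serum. Doses: 20 µM, 1% DMSO. Times: overnight seeding at 37 °C, 6 h compound treatment at 37 °C. Technique: Steady-Glo luciferase glow luminescence, 10 min after reagent addition.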
Mdm2 MdmX PPI – inhibitors of human Mdm2/MdmX interaction; O15151+Q00987; SaOS-2 split-luciferase Mdm2/MdmX complementation, luminescence; inhibition, % at 8 µM; 3% of 330,000 active;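 active means inhibition of at least 50% at 8 µM in the primary screen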
Target sequence (O15151 whole entry, looked up): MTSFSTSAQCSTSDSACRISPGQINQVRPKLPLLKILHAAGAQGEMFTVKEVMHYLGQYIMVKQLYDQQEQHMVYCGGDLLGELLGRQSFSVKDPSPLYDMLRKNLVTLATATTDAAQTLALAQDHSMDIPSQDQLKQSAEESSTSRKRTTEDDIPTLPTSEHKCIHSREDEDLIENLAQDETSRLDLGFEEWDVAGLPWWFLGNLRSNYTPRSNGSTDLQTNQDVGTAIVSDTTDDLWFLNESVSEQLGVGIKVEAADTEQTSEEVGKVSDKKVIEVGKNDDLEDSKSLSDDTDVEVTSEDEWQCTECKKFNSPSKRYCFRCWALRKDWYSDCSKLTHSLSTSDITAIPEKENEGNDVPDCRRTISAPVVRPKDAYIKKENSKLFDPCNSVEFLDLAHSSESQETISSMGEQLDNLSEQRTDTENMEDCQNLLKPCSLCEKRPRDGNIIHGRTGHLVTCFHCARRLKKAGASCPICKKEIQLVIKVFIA
Target sequence (Q00987 whole entry, looked up): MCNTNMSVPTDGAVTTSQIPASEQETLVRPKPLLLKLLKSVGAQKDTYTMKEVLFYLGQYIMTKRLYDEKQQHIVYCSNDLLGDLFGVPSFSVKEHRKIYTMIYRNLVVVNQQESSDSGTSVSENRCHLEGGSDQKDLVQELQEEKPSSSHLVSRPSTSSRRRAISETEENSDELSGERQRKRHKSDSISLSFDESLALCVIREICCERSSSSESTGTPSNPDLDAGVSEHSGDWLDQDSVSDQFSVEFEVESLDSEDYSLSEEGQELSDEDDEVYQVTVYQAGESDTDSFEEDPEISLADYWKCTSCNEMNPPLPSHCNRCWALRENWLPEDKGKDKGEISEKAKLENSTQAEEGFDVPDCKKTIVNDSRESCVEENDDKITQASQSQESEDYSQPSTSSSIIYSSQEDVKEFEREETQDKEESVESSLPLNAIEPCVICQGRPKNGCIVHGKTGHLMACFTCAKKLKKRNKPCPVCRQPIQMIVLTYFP
Jurkat NFkB inh – inhibitors of the PMA/ionomycin-induced NF-kB reporter in Jurkat cells. inhibition, % at 4 µM. PMA/ionomycin-induced NF-kB luciferase reporter, luminescence. 0.53% of 330,000 active; in the data active means inhibition above about 50%
* hit, by the source's call.

How did CCC(C)[C@H](N)c1cn([C@@H](Cc2ccc(O)cc2)C(=O)N2CCNCC2)nn1 (stereo not given in full) do in these assays?
697 NFkB inh: 8; APJ antagonist: -8; tim23-1 inh: 1; UPR CHOP act: 1.1; APJ agonist: -5; XBP1 UPR activ: -4; Mdm2 MdmX PPI: 17; Jurkat NFkB inh: -6

How did CCOC(=O)N1CCC(NC(=O)C2CCN(S(=O)(=O)N3CCC(C)CC3)CC2)CC1 do in these assays?
697 NFkB inh: 24; APJ antagonist: -13; tim23-1 inh: 9; UPR CHOP act: -0.9; APJ agonist: -4; XBP1 UPR activ: -3; Mdm2 MdmX PPI: 23; Jurkat NFkB inh: 14

Results for O=C(CN1C(=O)NC2(CCCc3ccccc32)C1=O)N1CCc2ccccc2C1 (stereo not given) ?
697 NFkB inh: -2; APJ antagonist: -3; tim23-1 inh: 21; UPR CHOP act: -2.7; APJ agonist: -2; XBP1 UPR activ: 1; Mdm2 MdmX PPI: 15; Jurkat NFkB inh: -7

Results for Cc1cccc(/C=N\Nc2cn[nH]c(=O)c2Cl)c1 ?
697 NFkB inh: 26; APJ antagonist: -5; tim23-1 inh: 21; UPR CHOP act: 3.2; APJ agonist: -5; XBP1 UPR activ: 4; Mdm2 MdmX PPI: 50; Jurkat NFkB inh: -27

How did COc1cccc(Nc2nc3ccccc3nc2NS(=O)(=O)c2cccs2)c1 do in these assays?
697 NFkB inh: 5; APJ antagonist: -14; tim23-1 inh: 7; UPR CHOP act: 1.1; APJ agonist: -2; XBP1 UPR activ: -1; Mdm2 MdmX PPI: 41; Jurkat NFkB inh: 8

How did CCOC(=O)N1CCN(C(=O)Cn2ncn3nc(-c4cccs4)cc3c2=O)CC1 do in these assays?
697 NFkB inh: 5; APJ antagonist: 4; tim23-1 inh: 6; UPR CHOP act: -1.7; APJ agonist: 2; XBP1 UPR activ: 1; Mdm2 MdmX PPI: -5; Jurkat NFkB inh: -8

How did COc1ccc(C(=O)NC(=S)Nc2ccc(N3CCN(C(C)=O)CC3)cc2)cc1[N+](=O)[O-] do in these assays?
697 NFkB inh: -4; APJ antagonist: 13; tim23-1 inh: 19; UPR CHOP act: -0.8; APJ agonist: -3; XBP1 UPR activ: -2; Mdm2 MdmX PPI: 18; Jurkat NFkB inh: -13

What do the screens show for `CCOC(=O)C1CCN(C(=O)c2ccccc2NC(=O)C2=C(C)OCCS2)CC1`?
697 NFkB inh: -14; APJ antagonist: 19; tim23-1 inh: 8; UPR CHOP act: -2.3; APJ agonist: 1; XBP1 UPR activ: -5; Mdm2 MdmX PPI: -23; Jurkat NFkB inh: 3

What do the screens show for `CC(C)C(C(=O)Nc1ccc(S(N)(=O)=O)cc1)N1C(=O)c2ccccc2C1=O` (stereo not given)?
697 NFkB inh: 18; APJ antagonist: 0; tim23-1 inh: 14; UPR CHOP act: 0.1; APJ agonist: 0; XBP1 UPR activ: 3; Mdm2 MdmX PPI: -2; Jurkat NFkB inh: -9

What do the screens show for `Cc1c(NC(=O)CSC(=S)N2CCCC2)c(=O)n(-c2ccccc2)n1C`?
697 NFkB inh: 15; APJ antagonist: -7; tim23-1 inh: 5; UPR CHOP act: -0.4; APJ agonist: 7; XBP1 UPR activ: 0; Mdm2 MdmX PPI: -5; Jurkat NFkB inh: 8

Results for CC(C)[C@@H](N)C(=O)NC[C@H]1O[C@@H](n2cnc3c(N)ncnc32)[C@H](O)[C@@H]1O ?
697 NFkB inh: 6; tim23-1 inh: 12; UPR CHOP act: 1.4; XBP1 UPR activ: 2; Mdm2 MdmX PPI: 3

What do the screens show for `Cc1ccnc(NC(=O)CSc2nnc3c(n2)[nH]c2ccccc23)c1`?
697 NFkB inh: -28; APJ antagonist: -1; tim23-1 inh: 0; UPR CHOP act: 1.5; APJ agonist: 0; XBP1 UPR activ: 2; Mdm2 MdmX PPI: 55*; Jurkat NFkB inh: -18

How did COC(=O)c1cc(Cl)c(N)cc1OC do in these assays?
697 NFkB inh: 16; APJ antagonist: 4; tim23-1 inh: -5; UPR CHOP act: -1.3; APJ agonist: -3; XBP1 UPR activ: -1; Mdm2 MdmX PPI: -2; Jurkat NFkB inh: 5

What do the screens show for `O=C(Nc1nccs1)C1CCN(S(=O)(=O)c2ccc(Cl)c(C(F)(F)F)c2)CC1`?
697 NFkB inh: 8; APJ antagonist: -4; tim23-1 inh: 8; UPR CHOP act: 3.4; APJ agonist: -2; XBP1 UPR activ: 2; Mdm2 MdmX PPI: 14; Jurkat NFkB inh: 1

What do the screens show for `CN(Cc1cccc(F)c1)C(=O)CN1CCN(S(=O)(=O)c2ccc3c(c2)OCCCO3)CC1`?
697 NFkB inh: -12; APJ antagonist: -22; tim23-1 inh: 22; UPR CHOP act: -1.3; APJ agonist: -3; XBP1 UPR activ: -1; Mdm2 MdmX PPI: 11; Jurkat NFkB inh: -2

Brought forward from above: 4 entries, followed by the next part.
What do the screens show for `Cc1ccnc(NC(=O)CSc2nnc3c(n2)[nH]c2ccccc23)c1`?
697 NFkB inh: -28; APJ antagonist: -1; tim23-1 inh: 0; UPR CHOP act: 1.5; APJ agonist: 0; XBP1 UPR activ: 2; Mdm2 MdmX PPI: 55*; Jurkat NFkB inh: -18

How did COC(=O)c1cc(Cl)c(N)cc1OC do in these assays?
697 NFkB inh: 16; APJ antagonist: 4; tim23-1 inh: -5; UPR CHOP act: -1.3; APJ agonist: -3; XBP1 UPR activ: -1; Mdm2 MdmX PPI: -2; Jurkat NFkB inh: 5

What do the screens show for `O=C(Nc1nccs1)C1CCN(S(=O)(=O)c2ccc(Cl)c(C(F)(F)F)c2)CC1`?
697 NFkB inh: 8; APJ antagonist: -4; tim23-1 inh: 8; UPR CHOP act: 3.4; APJ agonist: -2; XBP1 UPR activ: 2; Mdm2 MdmX PPI: 14; Jurkat NFkB inh: 1

What do the screens show for `CN(Cc1cccc(F)c1)C(=O)CN1CCN(S(=O)(=O)c2ccc3c(c2)OCCCO3)CC1`?
697 NFkB inh: -12; APJ antagonist: -22; tim23-1 inh: 22; UPR CHOP act: -1.3; APJ agonist: -3; XBP1 UPR activ: -1; Mdm2 MdmX PPI: 11; Jurkat NFkB inh: -2

Results for CCN=C1SC(C(=O)Nc2ccc(Cl)c(Cl)c2)CC(=O)N1CC (stereo not given) ?
697 NFkB inh: 6; APJ antagonist: -4; tim23-1 inh: 7; UPR CHOP act: -1.4; APJ agonist: 2; XBP1 UPR activ: -1; Mdm2 MdmX PPI: 18; Jurkat NFkB inh: -8

What do the screens show for `C#CCOc1ccccc1CNC1CCN(Cc2ccccc2)CC1`?
697 NFkB inh: -17; APJ antagonist: -13; tim23-1 inh: -21; UPR CHOP act: -0.2; APJ agonist: -5; XBP1 UPR activ: -6; Mdm2 MdmX PPI: 20; Jurkat NFkB inh: -29

What do the screens show for `Cc1cc(OCC(=O)NCC(c2ccc(F)cc2)N2CCOCC2)ccc1Cl` (stereo not given)?
697 NFkB inh: 10; APJ antagonist: 8; tim23-1 inh: 35; UPR CHOP act: 0.3; APJ agonist: -3; XBP1 UPR activ: -1; Mdm2 MdmX PPI: -17; Jurkat NFkB inh: -3

How did CCC(C)n1c(-c2cccc(S(=O)(=O)N(CC)CC)c2)n[nH]c1=S (stereo not given) do in these assays?
697 NFkB inh: 15; APJ antagonist: 12; tim23-1 inh: 12; UPR CHOP act: 0.7; APJ agonist: -3; XBP1 UPR activ: 2; Mdm2 MdmX PPI: 5; Jurkat NFkB inh: 5

Results for c1ccc2c(CNn3cnnc3)cccc2c1 ?
697 NFkB inh: -6; APJ antagonist: -8; tim23-1 inh: -5; UPR CHOP act: -1.0; APJ agonist: -3; XBP1 UPR activ: 1; Mdm2 MdmX PPI: 9; Jurkat NFkB inh: -15

How did c1ccc(Nc2nc(-c3cccnc3)cs2)nc1 do in these assays?
697 NFkB inh: -127; APJ antagonist: 14; tim23-1 inh: -4; UPR CHOP act: 5.3; APJ agonist: 5; XBP1 UPR activ: 0; Mdm2 MdmX PPI: -62; Jurkat NFkB inh: -122

What do the screens show for `O=C1C(=O)N(CCN2CCOCC2)C(c2ccc(Cl)c(Cl)c2)/C1=C(/O)c1ccc2c(c1)OCO2` (stereo not given)?
697 NFkB inh: -1; APJ antagonist: -1; tim23-1 inh: 19; UPR CHOP act: 0.0; APJ agonist: 10; XBP1 UPR activ: 1; Mdm2 MdmX PPI: -4; Jurkat NFkB inh: -9

Results for Cc1ccc(NC(=O)c2ccc3c(=O)n4c(nc3c2)CCCCC4)cc1F ?
697 NFkB inh: 9; APJ antagonist: 15; tim23-1 inh: 43; UPR CHOP act: 3.9; APJ agonist: -1; XBP1 UPR activ: -4; Mdm2 MdmX PPI: 19; Jurkat NFkB inh: 1

Results for O=C(O)CCC(=O)N1N=C(c2ccco2)CC1c1cccs1 (stereo not given) ?
697 NFkB inh: -16; APJ antagonist: 12; tim23-1 inh: 0; UPR CHOP act: -1.5; APJ agonist: -1; XBP1 UPR activ: 1; Mdm2 MdmX PPI: 9; Jurkat NFkB inh: -9

Results for COC(=O)C1C(C(=O)OC)C1(c1ccccc1)c1ccccc1 (stereo not given) ?
697 NFkB inh: -71; APJ antagonist: 5; tim23-1 inh: 24; UPR CHOP act: 1.5; APJ agonist: -2; XBP1 UPR activ: -3; Mdm2 MdmX PPI: -58; Jurkat NFkB inh: -7

What do the screens show for `COCCN(C(=O)COC(=O)c1cc2ccccc2cc1O)c1c(N)n(Cc2ccccc2)c(=O)[nH]c1=O`?
697 NFkB inh: 30; APJ antagonist: 20; tim23-1 inh: 0; UPR CHOP act: -0.3; APJ agonist: -5; XBP1 UPR activ: 0; Mdm2 MdmX PPI: 26; Jurkat NFkB inh: 11

What do the screens show for `Cc1sc(NC(=O)CS(=O)(=O)c2ccccc2)c(C#N)c1C`?
697 NFkB inh: -22; APJ antagonist: -1; tim23-1 inh: 22; UPR CHOP act: 4.6; APJ agonist: 4; XBP1 UPR activ: 5; Mdm2 MdmX PPI: 2; Jurkat NFkB inh: -14

Results for CN1CCN(CCC(=O)Nc2ccc(F)c(F)c2)CC1 ?
697 NFkB inh: -4; APJ antagonist: -17; tim23-1 inh: -28; UPR CHOP act: -2.5; APJ agonist: -2; XBP1 UPR activ: -1; Mdm2 MdmX PPI: -27; Jurkat NFkB inh: -11

Results for CN(CC(=O)Nc1c(Cl)cccc1Cl)C(=O)c1n[nH]c2ccccc12 ?
697 NFkB inh: 3; APJ antagonist: 11; tim23-1 inh: 16; UPR CHOP act: 4.7; APJ agonist: 7; XBP1 UPR activ: -1; Mdm2 MdmX PPI: -13; Jurkat NFkB inh: 10

Results for CCC(=O)Nc1cccc(C(=O)OC)c1 ?
697 NFkB inh: 5; APJ antagonist: -2; tim23-1 inh: 24; UPR CHOP act: 0.2; APJ agonist: -3; XBP1 UPR activ: 0; Mdm2 MdmX PPI: -18; Jurkat NFkB inh: -5

What do the screens show for `CCc1ccc(NC(=O)C2CCCN(S(=O)(=O)c3ccc4c(c3)CCCN4C(C)=O)C2)cc1` (stereo not given)?
697 NFkB inh: 12; APJ antagonist: 10; tim23-1 inh: 24; UPR CHOP act: 1.8; APJ agonist: 2; XBP1 UPR activ: -4; Mdm2 MdmX PPI: 33; Jurkat NFkB inh: 8

How did CC(C)C(OC(=O)c1cc2sccc2n1C)C(=O)NCC1CCCO1 (stereo not given) do in these assays?
697 NFkB inh: -9; APJ antagonist: -14; tim23-1 inh: 16; UPR CHOP act: -0.3; APJ agonist: 2; XBP1 UPR activ: -5; Mdm2 MdmX PPI: 3; Jurkat NFkB inh: -19
